S100A4 inh HTS: blocks human S100A4 binding to myosin IIA peptide. P26447. S100A4/TAMRA-MyoIIA peptide fluorescence polarization. inhibition, % at 10.7 µM. 0.14% of 360,000 active. AID 652163;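 active = mean inhibition of at least 70% across replicates, with every replicate also reaching that level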
Target sequence (P26447 whole entry, looked up): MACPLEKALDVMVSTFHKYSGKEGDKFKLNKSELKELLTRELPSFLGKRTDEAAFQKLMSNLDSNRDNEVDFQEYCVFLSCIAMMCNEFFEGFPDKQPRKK
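Material: S100A4 monomer protein | Medium: HEPES pH 7.2 with CaCl2, KCl, NaCl, DTT, Triton | Reagent: Labelled myosin peptide probe, 5 nM | Doses: One dose per compound | Times: 5 min incubation before reading | Benchmarks: Neutral control DMSO, positive control TFP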
XiGFP reactiv: reactivates the inactive X chromosome in mouse fibroblasts | XiGFP mouse fibroblasts, % GFP-positive cells imaging, 3 d; cells co-treated with 5-aza-dC sensitizer; scaled so ellipticine positive control = 100% | activation, % at 7.58 µM | 0.055% of 360,000 active | AID 743238;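 active = mean normalized replicate activation at least 10% and every replicate at or above 10%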;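 also: 0% = median of on-plate neutral control wells and 100% = ellipticine 6 µM median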
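System: 68-5-11 XiGFP fibroblast line; Timing: 3 days compound exposure; Compound dosing: one concentration, pinned; Benchmarks: positive control ellipticine, 6 µM final; Buffer or medium: DMEM containing 5-aza-dC.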
ERp5 block: blocks human ERp5 reductase activity on insulin | 0.05% of 350,000 active | Q15084 | AID 651711 | inhibition, % at 9.99 µM | ERp5 insulin aggregation, absorbance 650 nm, 90 min;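 active = mean replicate inhibition above about 25%, with every replicate also reaching it, limit read from the data, passing the limit was not always enough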
RAD54 inh: RAD54 (human) branch migration inhibition; Q92698; RAD54 Holliday junction branch migration, FAM/BHQ fluorescence; inhibition, % at 10.4 µM; 0.14% of 360,000 active; AID 602329;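 active = mean normalized replicate activity at least 40 and at least half of replicates scoring 40 or more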;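 also: 0% = median of neutral control wells and 100% = median of positive control wells; inhibitors cause a drop in the FAM fluorescence signal; in these data hits start at about 50%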
E-sel inducer: E-selectin induction on HUVECs | P16581 | HUVEC E-selectin immunofluorescence imaging; normalized: neutral wells 0, TNF-alpha wells 100 | activation, % at 7.58 µM | 0.37% of 260,000 active | AID 686992;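 active = mean E-selectin-positive cell signal at least 10% of the positive control, reached in at least 60% of replicates, without over 20% cell loss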;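 also: in these data hits start at about 27%; measured in HUVEC primary endothelial cells; signal is the percent of cells scored E-selectin positive by PE staining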
Target sequence (P16581 whole entry, looked up): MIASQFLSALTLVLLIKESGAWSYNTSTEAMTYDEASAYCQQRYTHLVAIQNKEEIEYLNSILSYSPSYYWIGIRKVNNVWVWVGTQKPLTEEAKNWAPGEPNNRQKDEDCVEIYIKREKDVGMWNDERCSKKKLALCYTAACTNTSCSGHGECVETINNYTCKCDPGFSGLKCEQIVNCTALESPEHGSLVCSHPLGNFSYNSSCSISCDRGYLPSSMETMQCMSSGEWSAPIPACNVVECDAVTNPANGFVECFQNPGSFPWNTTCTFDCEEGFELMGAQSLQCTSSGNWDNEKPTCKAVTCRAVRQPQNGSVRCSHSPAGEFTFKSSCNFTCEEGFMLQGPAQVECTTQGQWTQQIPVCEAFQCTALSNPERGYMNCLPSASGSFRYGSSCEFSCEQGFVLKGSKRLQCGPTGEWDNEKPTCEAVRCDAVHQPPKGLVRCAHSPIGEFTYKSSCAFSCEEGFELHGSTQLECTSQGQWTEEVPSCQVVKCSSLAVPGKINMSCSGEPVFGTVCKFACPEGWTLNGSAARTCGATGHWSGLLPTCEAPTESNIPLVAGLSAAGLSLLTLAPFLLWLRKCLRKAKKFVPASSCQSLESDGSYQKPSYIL
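Assay system: HUVEC primary endothelial cells. Input: 3,000 HUVEC seeded per well. Doses: one compound dose added by pin transfer. Read-out basis: % PE-positive cells. Benchmarks: TNF-alpha high, DMSO low. Detection: immunofluorescence imaging. Buffer or medium: EGM-2, gelatin.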
ERAP1 HTS inh: blocks human ERAP1 aminopeptidase activity. Q9NZ08. recombinant ERAP1, Leu-AMC fluorescence, 60 min. inhibition, % at 10.7 µM. 0.15% of 340,000 active. AID 652197;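 active = mean replicate inhibition of at least 30%, or all replicates individually reaching that 30% level; inactive = mean below 30% and not every replicate reaching it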;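 also: 0% = neutral control wells and 100% = L-leucinethiol positive control wells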
esBAF inh: blocks esBAF chromatin remodeling in mouse ES cells; Bmi1-luciferase knock-in reporter, 24 h; 100% = twice the neutral-well signal; reporter increase, % at 12.5 µM; 2% of 350,000 active; in the data active = activation above about 40%;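 also: 0% = median of the plate's neutral control wells and 100% = double that signal; a rise in the Bmi1 reporter signal indicates esBAF inhibition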
RAD52 inh: inhibitors of human RAD52 DNA annealing | recombinant RAD52 DNA annealing, FRET fluorescence | inhibition, % at 18.7 µM | P43351 | 0.46% of 360,000 active;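 active = every replicate showing at least 50% inhibition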
* hit, by the source's call; . = not tested or not shown; & = joins results of further samples.

SMILES	S100A4 inh HTS	XiGFP reactiv	ERp5 block	RAD54 inh	E-sel inducer	ERAP1 HTS inh	esBAF inh	RAD52 inh
Cc1nn(-c2ccccc2)c(C)c1/C=N/NC(=O)c1cc(-c2cccs2)[nH]n1	1.5	0.7	2.3	.	.	1.4	.	-20.9
C/C(=N\NC(=S)Nc1cccc(C)c1)c1cc2ccccc2o1	-2.2	0.1	3.2	.	.	5.3	.	-34.0
O=S(=O)(c1cccc(C(F)(F)F)c1)N1CCN(c2cnccn2)CC1	-1.1	0.0	3.8	.	-0.9	-0.2	.	-11.1
CCC(=O)N(C)C[C@H]1Oc2cc(C#Cc3ccccc3)ccc2S(=O)(=O)N([C@H](C)CO)C[C@H]1C	4.4	-0.6	-10.1	-6.1	0.3	1.0	-11.7	-30.7
CCn1nnnc1SCC(=O)NC1Cc2ccccc2C1	2.9	0.0	6.5	1.6	0.0	-4.0	8.3	-9.3
C[C@H]1CN([C@@H](C)CO)C(=O)c2cc(NC(=O)CCCCCC(=O)Nc3ccccc3N)ccc2O[C@H]1CN(C)C(=O)Nc1ccc(C(F)(F)F)cc1	0.2	-0.1	9.9	21.6	0.4	-2.5	1.6	-6.0
O=c1[nH]c(SCc2c(Cl)cccc2Cl)nc2ccccc12	-1.5	0.0	-1.8	.	.	-0.9	.	-17.8
Cc1cccc(CN2CCN([C@@H]3CS(=O)(=O)N[C@H]3COCc3ccccc3)CC2)c1	0.5	0.9	1.3	-6.4	8.0	.	-1.8	-16.9
S=C(Nc1ccc(Cl)c(Cl)c1)N1CCN(c2ccccn2)CC1	-11.9	0.0	4.8	1.4	.	2.4	2.6	-7.8
Fc1ccc(CSc2nnc(-c3ccccn3)o2)cc1	-2.6	0.0	9.3	7.1	0.2	1.5	22.8	-4.1
C[C@@H]1CN([C@@H](C)CO)C(=O)c2cc(NC(=O)NC3CCCCC3)ccc2O[C@@H](C)CCCCO[C@H]1CN(C)S(=O)(=O)c1ccccc1	-11.7	0.0	-4.4	4.5	-0.2	7.2	-6.9	-11.8
CCOc1ccc(/C=N/NC(=O)C(O)c2ccccc2)c(O)c1 (configuration not stated)	0.9	0.0	-4.0	-3.6	-0.2	-1.0	-2.1	1.3
Cc1cc(C)n2c(SCC(=O)Nc3ccc(F)cc3F)nnc2n1	-1.3	-0.1	7.4	.	-0.3	2.8	.	-23.8
Cc1ccc(-n2ncc3c2CCCC3NC(=O)CCC2=NNC(=O)CC2)cc1C (configuration not stated)	-3.3	0.3	-6.8	-15.0	-1.7	-0.6	-1.2	-1.5
COc1ccc(NC(=O)CCCN2C(=O)CN(C)C2=O)c(OC)c1	2.3	0.3	2.7	6.2	0.1	-0.7	0.5	7.9
NC(=O)C1=C[C@H](C2CCCCC2)C[C@H](OCc2ccc(CO)cc2)O1	-4.1&1.2	0.0	-2.6&-1.9	-5.3	0.0	0.3&2.5	72.6*	-2.9&17.4
O=C(CC1CC1)Nc1ccc2c(c1)[C@H]1C[C@@H](CC(=O)N3CCCCC3)O[C@H](CO)[C@H]1O2	-2.6	0.1	-1.7	-9.5	-0.3	0.2	3.0	-3.9
COc1ccc(/C=C/c2nnc(NC(C)=O)s2)cc1	-0.4	0.0	6.2	-5.7	.	.	-12.6	-23.4
Cn1c(N)c(C(=O)COC(=O)/C=C/c2ccc(Cl)cc2)c(=O)n(C)c1=O	-2.2	-0.1	2.3	4.7	.	-0.3	1.3	-40.8
CCn1c(SCc2nc3ccccc3c(=O)[nH]2)nnc1C(C)NC(=O)c1ccccc1 (configuration not stated)	9.7	0.0	-1.8	1.1	.	-0.6	7.9	-6.5
CC(CSc1nnnn1-c1ccccc1)Cn1c(N2CCN(C)CC2)nc2c1c(=O)[nH]c(=O)n2C (configuration not stated)	-0.5	0.3	-4.0	.	.	0.2	.	2.2
CN1c2ccc(-c3cccc(C#N)c3)cc2[C@@H]2[C@@H](CCN2C(=O)NC2CCCCC2)[C@H]1CO	.	0.0	.	-2.0	0.3	.	0.5	.
C[C@H](NC(=O)C[C@@H]1C=C[C@H](NC(=O)C2CCOCC2)[C@@H](CO)O1)c1ccccc1	-1.2	-0.2	1.6	0.4	1.7	-1.0	-2.5	2.7
CCCC#Cc1ccc2c(c1)O[C@H](CN(C)C(=O)COC)[C@@H](C)CN([C@H](C)CO)S2(=O)=O	-6.8	-1.0	8.0	5.4	0.2	1.9	-0.7	-1.1
CC(Sc1cccc[n+]1[O-])C(=O)Nc1cc(Cl)c(Cl)cc1Cl (configuration not stated)	-4.5	0.1	0.9	4.9	-0.2	-3.0	-2.7	-1.1
COc1ccc(S(=O)(=O)Nc2cccc3c2O[C@@H](CN(C)Cc2ccncc2)[C@H](C)CN([C@H](C)CO)C3=O)cc1	-7.4	0.0	2.2	4.1	1.2	0.6	-2.4	-0.5
CN(C)c1ccc(NC(=O)CCCCCn2nnc3ccccc3c2=O)cc1	-1.7	0.1	-1.8	4.0	0.7	1.6	5.2	-1.4
O=C(CCn1c(=S)[nH]c2ccccc2c1=O)NCCSCc1ccccc1	-5.9	0.3	1.6	3.6	-0.1	-1.5	-6.5	0.2
CCC(=O)c1ccc(OCC(=O)N(CC)CC2COc3ccccc3O2)cc1 (configuration not stated)	-3.6	0.7	21.1	-14.0	2.6	-4.7	-1.4	-5.6
O=C(CN1C(=O)c2ccc([N+](=O)[O-])cc2C1=O)NCCC1=CCCCC1	-3.5	0.4	1.4	8.8	-0.1	4.2	.	-12.7
O=C(NC(=S)NC12CC3CC(CC(C3)C1)C2)c1ccc(F)cc1	-0.6	0.2	-2.5	0.1	1.2	2.9	58.0*	-10.6
C/C=C/c1cnc2c(c1)C(=O)N([C@H](C)CO)C[C@H](C)[C@H](CN(C)C(=O)Nc1ccc(OC)cc1)O2	-7.9	-0.1	-3.7	-3.2	1.4	-0.2	9.0	-5.4
CC(=O)c1ccc(S(=O)(=O)N2CCC3(CC2)OCCO3)cc1	-0.6	0.0	0.1	7.8	-0.1	1.9	-4.0	-8.9
O=C(Nc1ccc(C(=O)O)cc1)/C(=C\c1ccc(F)cc1)NC(=O)c1ccco1	3.0	0.0	-1.4	-9.8	0.0	-7.0	2.1	0.8
COCc1cc(C)nc(N/N=C/c2ccc(-c3cc(C(=O)O)ccc3Cl)o2)c1C#N	-2.9	0.0	11.6	.	-0.3	-0.6	.	-29.6
COc1ccccc1-c1csc(C(NC(C)=O)c2ccc(F)c(F)c2)n1 (configuration not stated)	-2.2	-0.1	3.7	-0.3	0.0	10.6	-2.3	-2.2
O=C(NCCO)c1cc(-c2cc(C(=O)NCCO)c3ccccc3n2)nc2ccccc12	-3.4	0.3	1.0	7.7	0.2	0.4	-6.0	-4.8
CC(C)[C@H](NC(=O)c1ccccc1)C(=O)OCC(=O)/C=C1/N(C)c2ccccc2C1(C)C	-2.0	0.0	0.3	.	.	-3.6	-17.5	-24.5
COc1cccc(-c2nc(CS(=O)CC(=O)NCc3ccccc3Cl)c(C)o2)c1 (configuration not stated)	-6.2	-0.2	1.9	-0.3	0.0	-1.9	-3.0	-12.7
CC1CCN(C(=O)c2ncn3c2C(=O)NC[C@H]3C)CC1	-0.8	0.1	5.8	.	.	-2.6	.	-8.8

In another format: results already given
Order of values: S100A4 inh HTS	XiGFP reactiv	ERp5 block	RAD54 inh	E-sel inducer	ERAP1 HTS inh	esBAF inh	RAD52 inh
O=C(NC(=S)NC12CC3CC(CC(C3)C1)C2)c1ccc(F)cc1
    -0.6	0.2	-2.5	0.1	1.2	2.9	58.0*	-10.6
C/C=C/c1cnc2c(c1)C(=O)N([C@H](C)CO)C[C@H](C)[C@H](CN(C)C(=O)Nc1ccc(OC)cc1)O2
    -7.9	-0.1	-3.7	-3.2	1.4	-0.2	9.0	-5.4
CC(=O)c1ccc(S(=O)(=O)N2CCC3(CC2)OCCO3)cc1
    -0.6	0.0	0.1	7.8	-0.1	1.9	-4.0	-8.9
O=C(Nc1ccc(C(=O)O)cc1)/C(=C\c1ccc(F)cc1)NC(=O)c1ccco1
    3.0	0.0	-1.4	-9.8	0.0	-7.0	2.1	0.8
COCc1cc(C)nc(N/N=C/c2ccc(-c3cc(C(=O)O)ccc3Cl)o2)c1C#N
    -2.9	0.0	11.6	.	-0.3	-0.6	.	-29.6
COc1ccccc1-c1csc(C(NC(C)=O)c2ccc(F)c(F)c2)n1 (configuration not stated)
    -2.2	-0.1	3.7	-0.3	0.0	10.6	-2.3	-2.2
O=C(NCCO)c1cc(-c2cc(C(=O)NCCO)c3ccccc3n2)nc2ccccc12
    -3.4	0.3	1.0	7.7	0.2	0.4	-6.0	-4.8
CC(C)[C@H](NC(=O)c1ccccc1)C(=O)OCC(=O)/C=C1/N(C)c2ccccc2C1(C)C
    -2.0	0.0	0.3	.	.	-3.6	-17.5	-24.5
COc1cccc(-c2nc(CS(=O)CC(=O)NCc3ccccc3Cl)c(C)o2)c1 (configuration not stated)
    -6.2	-0.2	1.9	-0.3	0.0	-1.9	-3.0	-12.7
CC1CCN(C(=O)c2ncn3c2C(=O)NC[C@H]3C)CC1
    -0.8	0.1	5.8	.	.	-2.6	.	-8.8

Following part:
SMILES	S100A4 inh HTS	XiGFP reactiv	ERp5 block	RAD54 inh	E-sel inducer	ERAP1 HTS inh	esBAF inh	RAD52 inh
C[C@@H]1CN([C@@H](C)CO)C(=O)c2cc(C#C[C@@H](C)O)cnc2O[C@@H]1CN(C)C(=O)c1ccncc1	0.2	-0.1	-1.8	-3.4	-0.2	-1.3	-1.4	6.1
COC(=O)CNC(c1ccccc1Cl)c1cc(Br)ccc1NS(=O)(=O)c1ccc(C)cc1 (configuration not stated)	-5.1	0.0	2.7	-1.4	1.6	0.7	-6.8	-22.0
CCS(=O)(=O)Nc1ccc2c(c1)C(=O)N(C)C[C@@H](OC)[C@H](C)CN(C(=O)C1CCC1)[C@H](C)CO2	0.6	-0.1	0.0	-2.1	-0.3	2.3	-2.1	-4.6
CCCNC(=O)N1CC(=O)N2[C@H](CO)[C@@H](c3ccc(C#Cc4ccc(F)cc4)cc3)[C@@H]2C1	-5.5	0.3	-2.7	.	0.3	-0.1	.	6.1
Cc1cccc2c(=O)c(-c3ccc4c(c3)OCO4)c(NC(=O)c3ccco3)oc12	-4.6	0.0	5.0	-3.7	0.3	1.2	-6.8	-19.6
CC1=C(C(=O)OCCC#N)C(c2cc3c(cc2Br)OCO3)NC(=O)N1 (configuration not stated)	3.2	0.1	7.5	-15.5	.	-7.1	0.5	-0.3
C[C@@H]1CN([C@@H](C)CO)C(=O)c2cc(NC(=O)Nc3ccc(C(F)(F)F)cc3)ccc2O[C@@H](C)CCCCO[C@H]1CN(C)Cc1ccc(C(=O)O)cc1	-15.3	-0.4	-3.6	-7.4	-0.3	1.3	-1.3	10.2
NS(=O)(=O)c1cccc(NC(=O)COC(=O)c2ccccc2C(=O)c2ccccc2)c1	-0.5	0.0	2.5	5.1	.	-1.9	4.2	-9.1
